GPR151 activ: human GPR151 activation; Q8TDV0; activation, % at 11.2 µM; PathHunter beta-arrestin GPR151 cells, luminescence; AID 1508602; 650,000 tested, 1% active; in the data active = activation above about 4.9%;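 note: 0% = median of compound wells and 100% = cells with positive control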
FBW7 activator: human FBW7 E3 ligase activation, primary screen; AID 1259310; AlphaScreen FBW7–phospho-cyclin E peptide binding, activator screen; 650,000 tested, 0.13% active; normalized activity (activation), % at 26.1 µM; Q969H0; in the data active = normalized activity above about 1.9%;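 note: purified mutant Fbw7 with reduced substrate affinity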
Target sequence (Q969H0 whole entry, looked up): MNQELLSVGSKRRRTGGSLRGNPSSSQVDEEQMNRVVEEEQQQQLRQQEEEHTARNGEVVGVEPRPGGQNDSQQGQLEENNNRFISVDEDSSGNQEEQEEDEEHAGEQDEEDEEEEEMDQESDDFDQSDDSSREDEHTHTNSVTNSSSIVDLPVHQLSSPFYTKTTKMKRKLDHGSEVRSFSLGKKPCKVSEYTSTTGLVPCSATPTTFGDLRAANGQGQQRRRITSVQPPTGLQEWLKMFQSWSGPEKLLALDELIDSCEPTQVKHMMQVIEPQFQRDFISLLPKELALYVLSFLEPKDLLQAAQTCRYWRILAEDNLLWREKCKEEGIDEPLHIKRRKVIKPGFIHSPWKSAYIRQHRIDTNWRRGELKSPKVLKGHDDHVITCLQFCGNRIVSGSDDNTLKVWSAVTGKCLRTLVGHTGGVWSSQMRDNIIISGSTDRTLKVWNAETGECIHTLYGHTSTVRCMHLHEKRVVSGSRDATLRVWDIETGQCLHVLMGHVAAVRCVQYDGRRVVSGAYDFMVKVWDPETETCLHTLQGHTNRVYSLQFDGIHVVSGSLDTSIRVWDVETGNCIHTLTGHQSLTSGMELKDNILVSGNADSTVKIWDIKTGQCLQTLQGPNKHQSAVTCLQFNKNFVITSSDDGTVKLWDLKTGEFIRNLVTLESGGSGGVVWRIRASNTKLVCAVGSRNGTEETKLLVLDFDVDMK
TEAD-YAP inh: TEAD-YAP interaction inhibition; HEK-TIYL cells, TEAD-Gal4/YAP UAS-luciferase luminescence; inhibition, % at 9.12 µM; 640,000 tested, 1.4% active; AID 1259422; in the data active = inhibition above about 32%;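 note: 0% = median of test compound wells and 100% = reference inhibitor wells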
MITF inh: blocks human microphthalmia-associated transcription factor; inhibition, % at 2.6 µM; 650,000 tested, 0.91% active; AID 1259374; AlphaScreen MITF homodimerization, bead proximity signal; O75030; in the data active = inhibition above about 50%;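 note: 0% = vehicle wells with protein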
Numbers without * were called inactive.

Every second line gives: MITF inh	GPR151 activ	TEAD-YAP inh	FBW7 activator
> COc1cccc(/C=N/NC(=O)C(=O)Nc2cccc3ccccc23)c1O
    31	1.3	66*	-1.9
> Cc1c(C(=O)n2cnc3ccccc32)cccc1[N+](=O)[O-]
    -6	0.9	8	0.0
> O=C(NCc1ccco1)c1cc(-c2ccccc2Cl)on1
    -3	0.4	-46	-0.1
> COc1ccc(-c2nnc(SCC(=O)c3ccccc3F)o2)cc1OC
    -2	-0.1	-15	-0.1
> c1ccc(-c2csc(N3CCc4ccccc4C3)n2)cc1
    5	-0.7	-43	0.1
> COc1ccc(C(CNCC(O)COCC2=CCC3CC2C3(C)C)N(C)C)cc1 (stereo not drawn)
    73*	-3.3	4	0.0
> Cc1ncn(-c2ccc(Nc3nccc(-c4ccc(N5CCC(O)CC5)nc4)n3)cc2)n1
    5	3.5	9	0.2
> COc1ccc(S(=O)(=O)N2CCC3(CC2)NC(=O)N(Cc2ccccc2)C3=O)c(OC)c1OC
    6	4.1	-1	0.0
> CCOc1ccccc1-n1c(=S)sc2c(=O)n(-c3ccc(F)cc3)c(SCC(=O)NCc3ccccc3)nc21
    -4	0.3	2	0.5
> Cc1cccc(NC(=O)c2cc3nc(-c4ccc(Cl)cc4)cc(C(F)(F)F)n3n2)c1C
    -3	-0.5	-11	-0.1
> COc1cccc(N2C(=O)NC(=O)/C(=C/c3ccc(OC)c(OC)c3)C2=O)c1
    5	-1.5	-12	0.1
> CC(=O)OCC(=O)c1ccc(S(C)(=O)=O)cc1
    6	4.7	5	0.2
> CCOC(=O)C1C(=O)Oc2ccc3ccccc3c2C1C1CCOC1=O (stereo not drawn)
    1	0.8	11	0.4
> CCC1C(=O)NCCN1Cc1ccc2c(c1)CN(C1CCSCC1)CCO2 (stereo not drawn)
    13	1.0	-2	1.0
> O=C(NNC(=O)c1ccc(Br)cc1)c1ccncc1
    -5	-0.4	-9	0.0
> O=C(CCN1N=C(c2ccccc2)CCC1=O)NCCCN1CCCC1=O
    2	3.0	-7	-0.1
> CN(C)S(=O)(=O)c1ccc(Cl)c(C(=O)Oc2ccc(C#N)cc2)c1
    3	-0.2	7	0.1
> CCN(CC)S(=O)(=O)c1ccc(C(=O)OCc2cc(=O)oc3cc(C)ccc23)cc1
    2	2.7	2	-0.1
> CCCCc1c(C)c(C#N)c2nc3ccccc3n2c1NCCCN(CC)CC
    16	1.2	4	0.3
> CCOc1ccc(C(=O)O)cc1C1C2=C(CCCC2=O)NC2=C1C(=O)CCC2
    -10	0.0	0	0.0
> COc1ccc(CCN(C)S(=O)(=O)c2ccc(C(C)=O)cc2)cc1OC
    4	0.5	-10	-0.2
> CN1CCCN(C(=O)c2nc3sccn3c2CN2CCc3c(Cl)cccc3C2)CC1
    -12	0.5	3	-0.1
> CCCCc1ccc(C2=N/C(=C\c3cccc(OC(C)=O)c3)C(=O)O2)cc1
    11	0.9	3	0.0
> CCc1ccc(OCC(O)Cn2c(C3CC3)nc3ccccc32)cc1 (stereo not drawn)
    -5	-0.7	1	-0.1
> O=C(NCc1cccnc1)C1CCN(S(=O)(=O)N2CCOCC2)CC1
    -2	0.5	-6	-0.1
> c1ccc2c(c1)nnn2CN1CCN(Cn2nnc3ccccc32)CC1
    -3	0.4	-3	-0.1
> c1ccc2c(c1)OCC(c1csc3ncnc(N4CCOCC4)c13)O2 (stereo not drawn)
    -24	2.1	-12	-0.1
> Cc1cccc(NC(=O)CSc2cn(CC(=O)N3CCOCC3)c3ccccc23)c1C
    -10	-0.7	4	-0.4
> Cc1nc(NCc2cnn(C)c2C)sc1-c1ccn(-c2ccccc2)n1
    17	0.6	2	0.7
> COCCCn1c(=N)c(C(=O)NC(C)c2ccccc2)cc2c(=O)n3cc(C)ccc3nc21 (stereo not drawn)
    14	0.0	2	0.0
> CCOC(=O)c1c(NC(=O)CSc2nnc(CNC(=O)c3ccco3)n2-c2ccc(F)cc2)sc2c1CCC2
    -5	2.4	-5	-0.1
> O=C1c2ccccc2-c2onc3c(N4CCCCC4)cc(Nc4ccccc4)c1c23
    40	-1.2	7	-0.1
> CCOc1ccc2nc(SC3CC(=O)N(c4ccccc4C)C3=O)sc2c1 (stereo not drawn)
    -8	0.7	-27	0.0
> CCC(C)Cn1c(C)nc2ccccc21 (stereo not drawn)
    10	-0.1	8	0.1
> COc1ccc(C2CC(=O)C3=C(C2)NC(C)=C(C(=O)OC2CCCC2)C3c2ccc(C)cc2)cc1 (stereo not drawn)
    4	1.3	5	0.5
> O=C(/C=C/c1ccccc1)NNC(=O)CCN1CCOCC1
    19	-1.0	4	0.0
> CCOc1ccc(N(C(=O)CC)C2C=CS(=O)(=O)C2)cc1 (stereo not drawn)
    0	-0.2	-8	0.0
> COCCNC(=O)C1Sc2nnc(C)n2NC1c1ccc(OC)c(Br)c1 (stereo not drawn)
    -7	0.1	0	-0.3
> Cc1cc(C)n(/N=C/c2ccc(Cl)cc2)c(=O)c1C#N
    6	0.9	-9	0.6
> O=C(CSc1nnc(-c2ccc3c(c2)OCO3)o1)c1cccc(Br)c1
    -8	-1.4	-3	-0.1
> CCOc1ccc(/C=N\NC(=O)c2ccc(Br)cc2)c(O)c1
    19	0.1	0	1.0
> O=[N+]([O-])c1cccc(NCc2ccccc2Cl)c1
    -14	-1.7	-1	-0.1
> O=C(Nc1ccc(F)cc1)C(Cc1ccccc1)NS(=O)(=O)c1cccc2cccnc12 (stereo not drawn)
    0	1.4	4	-0.2
> CNC(=O)/C(C#N)=C/c1c(Oc2ccc(Cl)cc2)nc2c(C)cccn2c1=O
    -8	-1.0	-1	-0.1
> COc1ccc(CNCc2c(C(=O)N3CCCC3)nc3ccccn23)c(OC)c1
    -17	-0.7	-11	0.0
> Cc1ccc(C(=O)OC/C(O)=C(\C#N)c2nc3ccccc3[nH]2)s1
    -5	1.0	6	0.4
> CC12CCC(C(=O)Nc3ccccc3-n3cccc3)(CC1=O)C2(C)C (stereo not drawn)
    10	2.9	8	-0.1
> CCN1C(=O)/C(=C/c2cc(OC)c(OC)c(OC)c2)C(=O)NC1=S
    4	0.7	-4	-0.1
> CC(NC(=O)CCc1ccccc1)c1nnc2n1CCN(Cc1ccc(N(C)C)cc1)CC2 (stereo not drawn)
    -1	4.4	-12	-0.1
> O=C(NCc1ccc2c(c1)OCO2)[C@@H]1C=CCN1C(=O)C1CCCCC1
    13	1.0	12	0.5
> O=C(Nc1nc(-c2ccccn2)cs1)c1ccccc1[N+](=O)[O-]
    44	5.4*	54*	-0.2
> CC(C)NC(=O)c1ccccc1NC(=O)c1ccc([N+](=O)[O-])cc1Cl
    -6	0.8	8	0.0
> C=CCN1C(=O)/C(=C/c2ccc(C)o2)SC1=S
    23	0.1	7	-0.2
> C=CCn1c(N)cc(=O)nc1SCC(=O)OC1CC2CCC1(C)C2(C)C (stereo not drawn)
    8	0.5	-2	-0.1
> O=C(Nc1ccc(-c2csc(-c3ccccc3)n2)cc1)c1ccccc1Cl
    -7	-1.3	-9	0.1
> CC[n+]1c(/C=C/N(C)c2ccccc2)oc(-c2ccccc2)c1-c1ccccc1
    2	5.7*	92*	0.0
> CN(C)c1cccc(Nc2ccc(Br)cn2)c1
    9	-0.1	-76	-0.2
> CC(C)OCCCNC(=O)C(C)n1c2ccccc2c2cn[nH]c(=O)c21 (stereo not drawn)
    -7	1.4	10	0.0
> NC(=O)c1cncc(-c2ccccc2)c1
    23	1.3	-6	0.3
> Cc1nc2ccccc2c(=O)n1CCCO
    -5	0.6	6	0.1

The listing continues:
Every second line gives: MITF inh	GPR151 activ	TEAD-YAP inh	FBW7 activator
> COc1ccc(N=c2ssc3c2-c2cc(C)c(C)cc2NC3(C)C)cc1
    6	-0.5	8	-0.2
> O=C(NCCCN1CCOCC1)c1cc2ncc(Br)cn2n1
    -3	0.2	-2	0.0
> Cc1ccc(N/C(SCc2ccc(Cl)cc2)=C(/C#N)C(=O)NCc2ccco2)cc1C
    12	-1.1	-1	-0.2
> COCCn1nnnc1C(c1cc2cccc(C)c2[nH]c1=O)N1CCCC1 (stereo not drawn)
    8	-0.4	-2	0.1
> Cc1cc2nc(-c3ccc(SCC(=O)N4CC(=O)Nc5ccccc54)nc3)[nH]c2cc1C
    17	0.1	-3	-0.1
> COc1cc(OC)cc(-n2nc(C(=O)Nc3ccc(F)cc3F)c3ccccc3c2=O)c1
    17	-0.2	-6	0.4
> Cc1ccc(C2=NN(C(=O)CN3CCC(C)CC3)C(c3ccco3)C2)cc1 (stereo not drawn)
    0	-0.8	3	-0.1
> Cc1ccc(Cl)c(OCC(=O)N(CC(N)=O)C(C)C)c1
    -9	2.4	9	0.0
> COc1cc(/C=C2/SC(=N)N(c3nonc3NC(C)=O)C2=O)c(Cl)cc1OC(C)=O
    15	0.8	6	0.1
> CCc1ccccc1NC(=O)C1CCCN(c2nnc(N3CCCC3=O)s2)C1 (stereo not drawn)
    5	0.1	-6	-0.2
> COc1ccc(NC(=O)C(=O)N/N=C/c2ccc(Cl)cc2Cl)cc1OC
    9	0.6	2	0.0
> COC(=O)C1=C(O)/C(=C/c2ccc(OC)cc2)SC1=Nc1ccccc1
    -19	0.5	-1	0.1
> CCOC(CNC(=O)CCNC(=O)c1ccccc1Br)OCC
    -12	0.4	3	0.0
> O=C(c1ccc2c(c1)N(Cc1ccc(F)cc1)C(=O)CS2)N1CCOCC1
    -6	-0.2	-6	-0.2
> Cc1ccc(-c2nc(C#N)c(N3CCOCC3)o2)cc1
    10	0.6	-5	0.0
> COc1ccc(N/C(=C\C(=O)c2ccc(Br)cc2)C(=O)O)cc1
    15	-2.0	-5	0.1
> CCCNC(=O)c1cc(Nc2ccnn2C)nc2ccccc12
    8	2.1	8	0.1
> COC(=O)c1ccc(O)c(/C=N/N(C)C2=NS(=O)(=O)c3ccccc32)c1
    22	-0.9	-13	0.4
> c1ccc(-c2nc3c(c(N4CCOCC4)n2)CNCC3)nc1
    12	2.5	6	-0.4
> O=C(O)c1cc(-c2ccccc2)c(C(=O)O)cn1
    26	0.3	-1	-0.9
> CCOc1cc(/C=C/C2=NC(=O)C([N+](=O)[O-])C(=O)N2)ccc1O (stereo not drawn)
    -8	0.7	9	0.2
> CC(C(=O)N1CCC(CO)(CCc2ccccc2)CC1)N1CCCC1=O (stereo not drawn)
    10	-1.2	-8	0.0
> CCOC(=O)NC(Nc1sc2c(c1C#N)CCCCC2)(C(=O)OCC)C(F)(F)F (stereo not drawn)
    20	-0.8	-4	0.1
> COc1ccc(C2C(C(=O)OCc3ccccc3)=C(C)NC3=C2C(=O)CCC3)cc1OCc1ccccc1 (stereo not drawn)
    3	0.1	4	0.0
> O=C(Cc1cccnc1)N1CCC(O)(c2cccc(F)c2)CC1
    -24	0.3	5	0.2
> CCOC(=O)CC1(NC(=O)CC2C(=O)NCCN2CC(C)C)CCCCC1 (stereo not drawn)
    -3	-0.7	3	0.1
> O=C1OC(c2cc([N+](=O)[O-])ccc2Cl)=N/C1=C\c1ccc(Br)o1
    7	-0.6	14	-0.1
> COc1cc2c(cc1OC)C(COc1cccc(C(F)(F)F)c1)N(C(=O)c1ccc([N+](=O)[O-])cc1)CC2 (stereo not drawn)
    -3	-1.9	-1	0.0
> CCOC(=O)c1oc2ccccc2c1NC(=O)Cc1cccs1
    3	3.9	-1	0.0
> Cc1c(C)n(Cc2ccccc2)c2ccc(C(=O)Nc3ncn[nH]3)cc12
    11	0.6	-5	0.2
> CC(=O)NCCc1ccc(C(=O)CCl)cc1
    5	-0.1	19	0.3
> CCOC(=O)NCCc1ccc(OC)cc1
    -2	-1.3	-7	-0.1

Some entries already given, limited to GPR151 activ, MITF inh and TEAD-YAP inh:
SMILES,GPR151 activ,MITF inh,TEAD-YAP inh
Cc1c(C)n(Cc2ccccc2)c2ccc(C(=O)Nc3ncn[nH]3)cc12,0.6,11,-5
CC(=O)NCCc1ccc(C(=O)CCl)cc1,-0.1,5,19

Of the compounds above, these contain fluorine.
Every second line gives: MITF inh	GPR151 activ	TEAD-YAP inh	FBW7 activator
> COc1ccc(-c2nnc(SCC(=O)c3ccccc3F)o2)cc1OC
    -2	-0.1	-15	-0.1
> CCOc1ccccc1-n1c(=S)sc2c(=O)n(-c3ccc(F)cc3)c(SCC(=O)NCc3ccccc3)nc21
    -4	0.3	2	0.5
> Cc1cccc(NC(=O)c2cc3nc(-c4ccc(Cl)cc4)cc(C(F)(F)F)n3n2)c1C
    -3	-0.5	-11	-0.1
> CCOC(=O)c1c(NC(=O)CSc2nnc(CNC(=O)c3ccco3)n2-c2ccc(F)cc2)sc2c1CCC2
    -5	2.4	-5	-0.1
> O=C(Nc1ccc(F)cc1)C(Cc1ccccc1)NS(=O)(=O)c1cccc2cccnc12 (stereo not drawn)
    0	1.4	4	-0.2
> COc1cc(OC)cc(-n2nc(C(=O)Nc3ccc(F)cc3F)c3ccccc3c2=O)c1
    17	-0.2	-6	0.4
> O=C(c1ccc2c(c1)N(Cc1ccc(F)cc1)C(=O)CS2)N1CCOCC1
    -6	-0.2	-6	-0.2
> CCOC(=O)NC(Nc1sc2c(c1C#N)CCCCC2)(C(=O)OCC)C(F)(F)F (stereo not drawn)
    20	-0.8	-4	0.1
> O=C(Cc1cccnc1)N1CCC(O)(c2cccc(F)c2)CC1
    -24	0.3	5	0.2
> COc1cc2c(cc1OC)C(COc1cccc(C(F)(F)F)c1)N(C(=O)c1ccc([N+](=O)[O-])cc1)CC2 (stereo not drawn)
    -3	-1.9	-1	0.0
